Platelet DG rel = modulates dense granule release in human platelets | human platelet-rich plasma, SFLLRN dense granule ATP release, luminescence | inhibition, %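 (compounds screened at 7.5 µM in platelet-rich plasma)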 | 300,000 tested, 0.22% active | AID 1663;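 active = mean replicate score, as percent of positive control, at or above 50; inconclusive = mean below 50 but at least one replicate at or above 50; inactive = mean and every replicate below 50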
GSK3beta inhib = inhibitors of human GSK3beta kinase | GST-GSK3beta kinase, ADP-Glo luminescence, 60 min; hits give low values | 300,000 tested, 0.038% active | AID 2097 | activity score (negative = inhibition), % at 10 µM;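 active = more than half of replicate wells score below -50%, meaning over 50% inhibition versus plate controls; inconclusive = some replicates but at most half score below -50%; inactive = no replicate scores below -50%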;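 also: 0% = median DMSO wells and -100% = median GW8510 positive control wells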
Target sequence (P49841 whole entry, looked up): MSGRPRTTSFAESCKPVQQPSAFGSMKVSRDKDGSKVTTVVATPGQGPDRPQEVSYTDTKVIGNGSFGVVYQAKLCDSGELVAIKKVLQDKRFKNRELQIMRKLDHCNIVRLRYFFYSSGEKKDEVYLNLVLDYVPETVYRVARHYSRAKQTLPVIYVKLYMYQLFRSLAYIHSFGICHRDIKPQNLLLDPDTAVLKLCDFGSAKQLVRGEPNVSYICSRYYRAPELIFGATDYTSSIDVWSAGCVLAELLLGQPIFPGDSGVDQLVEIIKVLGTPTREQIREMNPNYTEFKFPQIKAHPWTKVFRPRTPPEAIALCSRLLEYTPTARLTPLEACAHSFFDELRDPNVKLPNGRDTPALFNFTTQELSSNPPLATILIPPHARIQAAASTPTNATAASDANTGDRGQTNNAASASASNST
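Test system – GST-tagged human GSK3beta kinase, cell-free · Incubation – 60 min enzyme reaction, room temperature · Signal – ADP-Glo luminescence · Also added – peptide substrate and ATP at 25 µM · Controls – DMSO neutral wells and GW8510 at 20 µM as positive · Buffer or medium – Tris/MgCl2 kinase buffer · Measure – Luminescence-derived activity versus plate DMSO and GW8510 wells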
PolyA inhibitor = inhibitors of polyadenylation in S. cerevisiae | calls only at 12 µM | AID 1875 | 300,000 tested, 0.02% active | S. cerevisiae SKY197-pL101 polyadenylation reporter, beta-gal luminescence; efflux-impaired pdr1/pdr3 knockout yeast; score 100 = 6 SD above DMSO;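 active = lowest replicate activity score at least 50, where 100 means six control SD above control mean; inconclusive = lowest score under 50 but half or more replicates reach 50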;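 also: yeast exposed to compound for 9 h at 30 °C; higher score means more reporter readthrough which indicates perturbed polyadenylation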
HSP90 refold inh = blocks HSP90-mediated luciferase refolding in reticulocyte lysate | 290,000 tested, 0.91% active | Rabbit reticulocyte lysate, luciferase refolding luminescence, 3 h | inhibition, % at 5.6 µM;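 active = inhibition above the screen-wide mean plus 3 SD, computed separately per campaign, cut at about 16% in these data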;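 also: 0% = DMSO wells and 100% = 60 µM geldanamycin wells; inhibitors lower the luminescence because luciferase stays unfolded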
Dyrk1A ADPGlo = blocks rat Dyrk1A kinase activity | inhibition, % at 12.5 µM | 310,000 tested, 0.43% active | Q63470 | ADP-Glo luminescence, NFATc1 peptide; in the data active = inhibition above about 50%;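 also: plate controls were vehicle with enzyme for no effect and no enzyme for full effect; many of its hits are not listed in these tables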
HSF1 inh = HSF1 inhibition | NIH3T3-HGL HSE-luciferase, MG132-induced, luminescence 8 h; hits give low values | AID 2098 | 300,000 tested, 0.77% active | activity change, negative = inhibition, % at 7.5 µM (by protocol);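 active = more than half of replicate wells show activity change below -50%, luminescence cut by over half; inconclusive = some wells, but at most half, below -50%; inactive = no replicate well below -50%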;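 also: luciferase reports HSF-1 transcriptional activity via heat shock element; 0% = median of DMSO wells and -100% = zero luminescence signal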
HSF-1 act = increases HSF-1 driven luciferase reporter signal | NIH3T3-HGL HSF-1 luciferase reporter, MG132, 8 h; 100% = twice DMSO control signal | activation, % at 9 µM | 300,000 tested, 1.7% active | AID 504408;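 active = mean replicate activation of at least 50% with a set share of replicates each reaching 50%; inconclusive = only one of those two conditions met; inactive = mean below 50% and too few replicates reaching it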;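 also: 0% = median of the neutral control wells and 100% = twice that signal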
AI-2 QS modul = Vibrio harveyi AI-2 quorum sensing modulation. Vibrio harveyi JMH597 AI-2 luminescence/OD600 ratio, 9 h; hits give low values; strain lacks LuxN and CqsS sensors; 0 = neutral-control median. activity change, % at 7.5 µM. 300,000 tested, 0.4% active; in the data active = activity change below about -75%, passing the limit was not always enough; inconclusive = no clear call, values can overlap the other calls;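 also: luminescence divided by OD600 gain over 9 h not by final OD600 alone; inactives centre near 13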
GSK3A inh = blocks human GSK-3 alpha kinase; 320,000 tested, 0.1% active; AID 2650; P49840; ADP-Glo luminescence, 60 min; inhibition, % at 10 µM;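 in the data active = inhibition above about 50%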;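 also: GST-tagged GSK-3 alpha with peptide substrate and 25 µM ATP; 0% = DMSO neutral wells and 100% = GW8510 positive control wells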
Target sequence (P49840 whole entry, looked up): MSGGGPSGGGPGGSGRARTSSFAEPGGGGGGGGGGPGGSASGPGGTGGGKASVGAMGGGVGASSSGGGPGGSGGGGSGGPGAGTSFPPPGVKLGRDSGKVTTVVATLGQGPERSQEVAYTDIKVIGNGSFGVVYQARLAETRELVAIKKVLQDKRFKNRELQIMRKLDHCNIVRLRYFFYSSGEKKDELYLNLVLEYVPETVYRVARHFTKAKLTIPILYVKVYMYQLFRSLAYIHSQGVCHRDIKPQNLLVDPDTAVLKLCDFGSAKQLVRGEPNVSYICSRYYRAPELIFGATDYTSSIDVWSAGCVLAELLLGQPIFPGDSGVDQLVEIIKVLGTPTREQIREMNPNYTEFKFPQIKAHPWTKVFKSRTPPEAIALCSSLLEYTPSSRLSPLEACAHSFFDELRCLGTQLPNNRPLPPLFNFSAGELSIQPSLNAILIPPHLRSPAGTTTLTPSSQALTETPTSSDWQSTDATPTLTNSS
HDAC3 inh = blocks human histone deacetylase 3; 320,000 tested, 0.15% active; recombinant HDAC3, fluorogenic peptide/trypsin coupled, fluorescence; inhibition, % at 8.3 µM; in the data active = inhibition above about 26%, passing the limit was not always enough; inconclusive = no clear call, values can overlap the other calls
* = called active by the depositor; i = inactive; ? = inconclusive; nt = not tested or not shown. Only part of the results is shown, so the mix of outcomes need not match the whole.

SMILES	Platelet DG rel	GSK3beta inhib	PolyA inhibitor	HSP90 refold inh	Dyrk1A ADPGlo	HSF1 inh	HSF-1 act	AI-2 QS modul	GSK3A inh	HDAC3 inh
Cn1cccc1C(=O)NC1CCCCC1	-7	-2	i	nt	2	3	-8	36	4	-3
COc1ccc(C(=O)Nc2cc(C)on2)c(OC)c1	-4	0	i	2	-2	18	33	15	-2	-5
C/C(=N\NC(=O)c1ccccc1N)c1ccc(NC(=O)Cc2ccccc2)cc1	11	-1	i	-5	4	28	44	22	-2	-10
O=C(NC(=S)Nc1ccc2oc(=O)ccc2c1)c1ccc(-c2cccc(Cl)c2Cl)o1	15	-1	i	-2	nt	-7	11	9	1	1
CSc1ccccc1NC(=O)c1ccccc1	24	-1	i	0	2	-8	-1	-7	-3	2
Cc1cccc(N(CC(=O)Nc2c(C)n(C)n(-c3ccccc3)c2=O)S(C)(=O)=O)c1C	4	-1	i	0	29	0	7	9	1	7
Cc1ccccc1N(CC(=O)Nc1ccccc1C(=O)O)S(C)(=O)=O	0	-2	i	-2	5	12	28	17	-2	-6
COc1ccc(CNC(=O)Cn2nc(C)n3cccc3c2=O)cc1	4	2	i	-1	-7	-2	2	26	0	-2
O=C(O)CCc1ccc(-c2ccc(Cl)cc2)o1	-3	3	i	9	-3	2	11	43	-4	1
O=c1c([N+](=O)[O-])c(N2CCCCCC2)c2ccccc2n1-c1ccccc1	-2	2	i	0	-2	-6	1	11	17	-4
COc1ccc(-c2cc(C(=O)Nc3c(F)cc(F)cc3Br)no2)cc1	0	2	i	-8	-1	2	2	20	-3	-3
Cc1ccc(NC(=O)NCc2ccc3[nH]c(C)cc3c2)cc1	1	-1	i	-1	1	1	-1	20	-3	5
O=C(O)C1CC(O)CN1S(=O)(=O)c1cccs1 (stereo not given)	2	4	i	4	0	-8	9	7	-2	-1
CCCCc1ccc(S(=O)(=O)NCCCN2CCCC2=O)cc1	8	-1	i	-4	4	-3	-7	19	-1	5
Nc1nnc(CC(=O)N/N=C/c2ccc(-c3ccccc3Cl)o2)s1	-3	-4	i	2	37	6	9	32	3	2
CS(=O)(=O)N1CCN(c2ncnc3c2cnn3-c2ccccc2)CC1	-6	-3	i	0	2	2	9	9	0	0
O=C(COC(=O)CN1C(=O)c2ccccc2C1=O)NC1CCCCC1	-2	-2	i	1	3	10	22	-7	-1	-2
CCOC(=O)N1CCN(C(=O)C(C)N(c2ccc(Oc3ccccc3)cc2)S(C)(=O)=O)CC1 (stereo not given)	-7	1	i	-1	-2	-7	-14	35	2	3
Nc1c(Cl)cc(Cl)cc1C(=O)OCC(=O)N1CCCC1=O	-6	0	i	nt	-5	-5	2	11	-2	-9
Cc1cccc2c1-c1sc(C(=O)Nc3nccs3)cc1CO2	2	0	i	0	5	30	56*	18	-1	2
O=c1[nH]c(SCc2ccccc2)nc2ccsc12	-1	-1	i	0	-6	16	31	36	0	-2
COc1c(Br)cc(Br)cc1/C=N/NC(=O)c1cccnc1	0	-2	i	-5	nt	-10	-7	2	-2	0
CC1S/C(=C(\C#N)C(=O)NCc2ccco2)N(Cc2ccco2)C1=O (stereo not given)	15	3	i	-2	-6	6	15	?	nt	8
COC(=O)C1C(c2ccc(Br)cc2)Nc2nnc(C(F)(F)F)n2C1(C)O (stereo not given)	-5	1	i	0	-2	5	15	2	5	3
O=C(CNC(=O)c1ccccc1F)NNC(=O)c1ccccc1O	-16	1	i	nt	-3	-4	2	-16	nt	nt
Cc1ccc(C(=O)NCC(=O)OCc2c(F)cccc2Cl)cc1	-33	4	i	nt	7	-14	-34	1	-2	2
O=S(=O)(Cc1ccccc1)Nc1cccc(F)c1	-1	-5	i	-2	nt	-7	2	1	0	3
Cc1ccc(-n2c(-c3ccco3)nc3c(cnn3-c3ccccc3C)c2=O)cc1	-16	4	i	2	4	2	-7	14	-3	5
CC(C)CC(=O)NC(=S)Nc1ccccc1F	-4	1	i	1	6	-7	10	5	-1	0
CC(=O)c1nc(N2C(=O)C3CC=C(C)CC3C2=O)sc1C (stereo not given)	12	0	i	3	14	2	-4	3	1	7
COc1ccccc1N1CC(C(=O)Nc2ccc3c(c2)OCO3)CC1=O (stereo not given)	-1	0	i	-4	-1	-8	-7	30	-6	1
COc1ccc(N(C(=O)c2cccnc2)S(=O)(=O)c2ccc(OC)c(OC)c2)cc1	3	0	i	0	16	-3	10	34	-1	0
CCCCC(c1nnnn1CC1CCCO1)N1CCN(c2ccccc2)CC1 (stereo not given)	-2	-3	i	-7	3	-1	4	3	1	-1
O=C(c1ccccc1F)N1CCCC(C(=O)N2CCN(c3ccccc3)CC2)C1 (stereo not given)	7	1	i	3	9	-4	2	6	-4	-6
C=CCNC(=O)Nc1ccc(Br)cc1Cl	-2	0	i	-1	-2	4	15	46	0	-4
Cc1nc(NC(=O)CCC(=O)O)sc1C(=O)N(C)C	-5	-2	i	1	5	-2	-3	2	-3	-5
Cc1ccc(C(=O)Cn2ncsc2=N)cc1	11	0	i	-6	6	14	25	13	-3	-1
C#CCOCCOCCOCCNc1nc(N2CCN(C(=O)[C@H]([C@@H](C)CC)n3cc([C@@H](N)CC(C)C)nn3)CC2)nc(N2CCN(C(=O)[C@H](Cc3cc4ccccc4[nH]3)n3cc([C@@H](N)C(C)CC)nn3)CC2)n1 (stereo not given in full)	0	-7	i	nt	nt	-7	-12	11	nt	nt
CC(CCN1CCN(c2ccccc2)CC1)c1ccccc1 (stereo not given)	1	-2	i	-1	8	-3	-26	3	-6	-2
O=C(OCCCN=C1NS(=O)(=O)c2ccccc21)c1ccccc1F	2	-18	i	1	1	-7	-4	27	0	0
O=C(CSc1nnc2c(n1)[nH]c1ccc(F)cc12)Nc1ccccc1F	7	0	i	-2	-1	0	0	21	0	nt
COC(=O)c1c(C)n(-c2ccc(C)cc2)c2ccc(O)cc12	5	1	nt	4	-5	-9	-4	-1	nt	nt
CCCCSc1nc(C)c(CC(=O)OC)c(=O)[nH]1	nt	nt	nt	-5	2	nt	nt	nt	-2	12
CC(=O)Nc1nc(CC(C)C)cc2c1c(=O)oc1ccccc12	-6	-2	i	11	5	5	-7	29	0	-1
C=C(C)CN=c1scc(C)n1/N=C/c1ccco1	-1	-4	i	1	0	-5	-5	23	1	5
O=[N+]([O-])c1ccc([C@H](O)[C@H](CO)N=Cc2ccccc2O)cc1	3	-2	i	4	1	-2	4	31	nt	0
CCN(CC)c1cc(CS(=O)c2ccccc2)nc(-c2ccccc2)n1 (stereo not given)	-4	2	i	4	4	24	36	3	1	5
COCCCN(Cc1cccs1)S(=O)(=O)c1c[nH]c(C(=O)OC)c1	-1	2	i	0	-7	0	6	22	2	-1
COc1ccc(C(=O)Nc2cccc(OC(=O)c3ccc(C)c(C)c3)c2)cc1	-5	3	i	-2	7	18	18	13	-4	2
Cc1c(C(=O)N2c3ccccc3Sc3ccccc32)cccc1[N+](=O)[O-]	-4	1	i	1	-2	-2	15	11	nt	nt
COc1ccccc1NC(=O)/C=C/C(=O)O	1	-3	i	-2	-2	4	19	21	-3	-5
O=C(O)COc1ccc(-c2nnn(Cc3ccccc3F)n2)cc1	6	1	i	1	-4	-7	7	15	-3	3
COc1ccc(C)cc1Nc1nnc(C)c(=O)[nH]1	16	1	i	2	-2	0	-10	16	-2	0
COc1ccc(NC(=O)c2oc3ccc(S(=O)(=O)N4CCC5(CC4)OCCO5)cc3c2C)cc1	1	-1	i	8	3	-2	-9	20	-2	-5
CSc1n[nH]c2nc3c(c(=O)n12)C1(CCCCC1)Cc1ccccc1-3	6	1	i	-1	-2	0	-2	22	1	nt
O=C(Nc1cc(Br)ccc1O)c1cc(-c2ccco2)on1	-23	4	i	2	1	20	38	6	-2	-2
O=C(CSc1nnc(-c2ccc(O)cc2)n1Cc1ccco1)c1ccccc1	-3	-4	i	6	0	0	6	20	8	-5
COC(=O)c1ccccc1NC(=S)NC(=O)COc1ccc(C)cc1	-3	2	i	-3	3	14	4	19	-1	-10
Cc1ccc(S(=O)(=O)NCCS(=O)(=O)N2CCN(c3ccccc3)CC2)cc1	2	-2	i	-3	5	7	4	36	-1	-6
CCCn1c(SCC(=O)N2c3ccc(F)cc3CCC2C)nnc1-c1ccccn1 (stereo not given)	-6	1	i	2	4	4	8	6	-1	-3
Further structures
SMILES	Platelet DG rel	GSK3beta inhib	PolyA inhibitor	HSP90 refold inh	Dyrk1A ADPGlo	HSF1 inh	HSF-1 act	AI-2 QS modul	GSK3A inh	HDAC3 inh
CC1(C)Cc2cccc(OCC(=O)OCC(=O)NCc3ccc(F)cc3)c2O1	1	0	i	nt	6	7	7	13	-1	1
N#CCCN(C(=O)COc1ccc(C#N)cc1)c1ccc(F)cc1	-2	-2	i	1	1	3	11	10	-2	6
Cc1cc(C=C(C#N)C#N)c(C)n1-c1ccccc1	4	-7	i	-2	3	-1	36	20	-1	0
COc1ccc2c(c1OC)C(=O)OC2N1C(=O)CC[C@H]1C(=O)Nc1ccc2c(c1)OCO2 (stereo not given in full)	-1	4	i	-4	8	-2	5	8	2	1
CCOc1ccccc1NC(=O)c1ccc(NC(=O)c2ccco2)cc1	13	0	i	-3	3	3	2	10	-2	8
O=C1c2cccnc2C(=O)N1Cc1ccc(S(=O)(=O)N2CCN(c3ccc(Cl)cc3)CC2)cc1	-18	0	i	7	nt	13	37	17	-1	-3
CC1CCCCN1C(=O)c1cc(F)c(F)cc1Cl (stereo not given)	1	-2	i	3	6	-6	0	34	-6	2
O=C(NCCc1cn2ccccc2n1)c1ccc(Br)o1	2	-1	i	0	5	3	-10	34	0	0
CCNc1ccc([N+](=O)[O-])cc1	-3	2	i	1	nt	-1	0	33	-2	4
COc1ccc(C(=O)Nc2cccc(NC(C)=O)c2)cc1OC	7	3	i	-3	-2	-3	-4	30	0	1
NC(=O)COC(=O)CCCc1nc2ccccc2s1	-2	0	i	3	4	2	6	21	2	-4
CCOc1ccc(CCNC(=O)COC(=O)c2cccnc2Cl)cc1OCC	1	4	i	nt	0	0	-5	1	0	3
Cc1c(C(=O)NC2CCCCC2)oc2ccc(F)cc12	9	0	i	1	-4	16	28	-7	4	4
COc1cc2[nH]c(=S)n(N(C(C)=O)C(C)=O)c(=O)c2cc1OC	4	0	i	2	nt	-6	-6	10	-2	4
O=C1c2cccc(OCC(=O)N3CCCc4ccccc43)c2CCN1Cc1ccc(Br)cc1	-9	-3	i	6	5	6	14	9	-1	-2
Cc1nn(Cc2ccccc2Cl)c2sc(C(=O)NC(C)(C)C)cc12	-12	0	i	-6	1	-6	1	10	-1	8

Source: PubChem (several laboratories)
